POLH inh = DNA polymerase eta (human) inhibition; recombinant Pol eta, fluorescent DNA replication assay; 1.2% of 390,000 active; Potency, µM (highest dose often 114 µM), without a hit: at the top dose activity change, negative = inhibition, most hits filed as inhibitors; Q9Y253; also: potency is read from the fitted curve at half-maximal effect; % is scaled to controls: 0 for no effect and ±100 for the full control effect
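Fluorescent replication assay: 50 nM final substrate added after a 15 min room-temperature compound preincubation with 10 nM enzyme. Signal taken at 0 min and again at 10 min.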
JMJD2A Tudor = inhibitors of human JMJD2A Tudor domain | Potency, µM (highest dose often 114 µM), for the others: at the highest dose activity change, negative = inhibition, most hits filed as inhibitors | 4.4% of 390,000 active | AlphaScreen JMJD2A-Tudor / H3K4me3 peptide binding; also: potency is read from the fitted curve at half-maximal effect; % is scaled to controls: 0 for no effect and ±100 for the full control effect; nearly all actives have a fitted effect of over 50% in size
HP1b binding inh = HP1-beta chromodomain-methylated histone interaction inhibition | AlphaScreen HP1-beta / biotin-H3K9me3 peptide binding | 0.56% of 390,000 active | Potency, µM (top dose mostly 114 µM), for the others: at the top dose activity change, negative = inhibition, usual class: inhibitors | AID 540317 | P83916; also: potency is read from the fitted curve at half-maximal effect; nearly all actives have a fitted effect of over 70% in size; inactives centre near 23
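Compound inhibition of the preformed complex between 50 nM HP1-beta and 50 nM biotinylated H3K9me3 peptide was read by AlphaScreen. Buffer was PBS pH 7.4 with 0.01% Tween-20. Incubations ran 30 min at room temperature, with 10 ug/mL donor/acceptor beads.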
PI4K2A inh = inhibitors of human PI4K2A | Q9BTU6 | purified PI4K2A, ADP-Glo luminescence, 1 h; stronger effect = lower value | activity change, negative = inhibition, % at 76.9 µM | 0.13% of 420,000 active | AID 1346378; in the data active = activity change below about -50%; inconclusive = mostly about -30% to -49%;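 also: -100% = wells without enzyme as full effect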
Target sequence (Q9BTU6 whole entry, looked up): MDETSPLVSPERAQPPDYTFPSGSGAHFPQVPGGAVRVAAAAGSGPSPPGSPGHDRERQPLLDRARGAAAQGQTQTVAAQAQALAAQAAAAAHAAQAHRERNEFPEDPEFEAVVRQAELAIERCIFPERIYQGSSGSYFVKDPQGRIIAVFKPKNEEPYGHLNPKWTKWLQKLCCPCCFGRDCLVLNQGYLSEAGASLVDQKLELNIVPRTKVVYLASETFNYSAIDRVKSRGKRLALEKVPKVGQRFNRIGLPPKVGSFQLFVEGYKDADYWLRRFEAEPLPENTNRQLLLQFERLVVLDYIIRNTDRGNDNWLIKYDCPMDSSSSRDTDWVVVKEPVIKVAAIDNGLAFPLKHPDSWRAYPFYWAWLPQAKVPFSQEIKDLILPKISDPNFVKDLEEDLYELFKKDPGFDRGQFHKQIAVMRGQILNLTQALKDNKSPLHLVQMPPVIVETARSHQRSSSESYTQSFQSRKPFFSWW
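In this quantitative HTS, ADP production by PI4K2A was quantified luminescently after 1 h at ambient temperature; 100 microM adenosine served as plate-quality control.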
Pin1 inhibitor = human Pin1 inhibition. Q13526. Pin1 FP peptide displacement, HiFluor488, 10 min. Potency, µM (highest dose often 115 µM), for the others: at the highest dose activity, negative = inhibition, actives largely listed as inhibitors. 0.009% of 390,000 active; active = well fitted inhibition curve with a large enough effect in the polarisation, with a control signal flat, not every such curve was filed as active; inconclusive = small, poorly fitted or top-dose-only effect, or effect the other way, or a change in a side signal; inactive = no such curve, though single readings can be large or run the other way; the % refers to the polarisation; also: potency is read from the fitted curve at half-maximal effect; % is scaled to controls: 0 for no effect and ±100 for the full control effect
PGK inhibitor = T. brucei PGK inhibition; PGK/GAPDH coupled, Kinase-Glo luminescence, 60 min; Potency, µM (top dose mostly 57.5 µM), inactives show at the highest dose activity change, negative = inhibition, hits mostly inhibitors; P07378; 0.043% of 380,000 active; also: potency is read from the fitted curve at half-maximal effect; % is scaled to controls: 0 for no effect and ±100 for the full control effect; nearly all actives have a fitted effect of over 60% in size
Target sequence (P07378 whole entry, looked up): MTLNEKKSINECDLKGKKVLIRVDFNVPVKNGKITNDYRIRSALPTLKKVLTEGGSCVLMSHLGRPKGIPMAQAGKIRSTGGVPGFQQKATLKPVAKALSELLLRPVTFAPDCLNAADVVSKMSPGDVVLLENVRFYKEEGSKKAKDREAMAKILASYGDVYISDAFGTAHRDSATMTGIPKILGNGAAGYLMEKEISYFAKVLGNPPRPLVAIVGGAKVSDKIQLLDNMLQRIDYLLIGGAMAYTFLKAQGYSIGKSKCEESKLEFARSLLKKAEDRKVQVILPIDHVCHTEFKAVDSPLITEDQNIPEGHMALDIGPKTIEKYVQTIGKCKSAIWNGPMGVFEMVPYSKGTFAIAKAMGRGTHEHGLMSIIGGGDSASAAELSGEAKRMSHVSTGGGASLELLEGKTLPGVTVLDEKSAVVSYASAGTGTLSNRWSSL
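Recombinant glycosomal PGK reaction used 1,3-bisphosphoglycerate generated in-well by GAPDH (100nM final) in 100mM TEA pH 7.6, 5mM MgCl2, 0.01% Tween-20. After 60 minutes at room temperature, ATP was read by Kinase-Glo Plus luminescence end-point.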
G9a inh = blocks human histone lysine methyltransferase G9a. AID 504332. Potency, µM (top dose mostly 102 µM), inactives show top-dose activity, negative = inhibition, most hits filed as inhibitors. 8.8% of 350,000 active. Q96KQ7. G9a H3K9 monomethylation, AlphaScreen, 2 h; also: potency is read from the fitted curve at half-maximal effect; % is scaled to controls: 0 for no effect and ±100 for the full control effect; nearly all actives have a fitted effect of over 75% in size
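Quantitative HTS format: methyltransferase activity on a biotin-tagged H3K9 peptide is measured by AlphaScreen, using a rabbit anti-monomethyl-H3K9 antibody with streptavidin donor and anti-IgG acceptor beads. Final levels are 20 nM enzyme, 500 nM peptide, 20 uM SAM; 2 h RT.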
GLS inh = inhibitors of human glutaminase (GLS) | 0.21% of 410,000 active | O94925 | GLS enzymatic activity, qHTS titration | Potency, µM (top dose mostly 45.5 µM), without a hit: at the top dose activity change, negative = inhibition, hits mostly inhibitors; also: potency is read from the fitted curve at half-maximal effect; % is scaled to controls: 0 for no effect and ±100 for the full control effect
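Human kidney-isoform GLS in 45 mM KH2PO4 pH 8.2, 0.02% Tween-20, with compound, started with 1mM L-Glutamine (added stock). Glutamate oxidase/HRP/Amplex red coupled fluorescence read at start and after 30 min at RT.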
BAZ2B block = BAZ2B (human) inhibition; AID 504333; Potency, µM (series often up to 114 µM), for inactives: at the highest dose activity change, negative = inhibition, hits mostly inhibitors; 4.4% of 360,000 active; Q9UIF8; AlphaScreen BAZ2B-H3K14Ac peptide displacement; also: potency is read from the fitted curve at half-maximal effect; % is scaled to controls: 0 for no effect and ±100 for the full control effect; nearly all actives have a fitted effect of over 60% in size
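AlphaScreen luminescence quantifies BAZ2B engagement of H3K14Ac peptide; the protein and biotinylated peptide are both at 50 nM final, buffer PBS pH 7.4 with 0.01% Tween-20, all steps at room temperature.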
* marks the source's active call; other numbers are inactive results; i = inactive; ? = inconclusive; / = no result given; & = joins results of further samples; [ ] = another dose, or the depositor's remark. Unless noted, calls follow the shape of the dose curve; as a rule, active = well fitted curve in the direction sought with a large enough effect; inconclusive = small, poorly fitted or top-dose-only effect, or another doubt; inactive = no such curve, though single readings can be large; an effect the other way counts as inactive or inconclusive.

SMILES	POLH inh	JMJD2A Tudor	HP1b binding inh	PI4K2A inh	Pin1 inhibitor	PGK inhibitor	G9a inh	GLS inh	BAZ2B block
O=[N+]([O-])c1cccc(-c2nnc3c4ccccc4c4ccccc4n23)c1	11%	-17%	23%	-2	-7%	-1%	11%[12.7 µM]	2%	1%
CCOC(=O)c1ccc2c(c1)NC(=O)C(N1CCN(c3ccc(OC)cc3)CC1)S2 (stereo not given)	-17%	-14%	53%[activator]	0	5%	2%	-25%	3%	2%
O=C(COC(=O)c1ccc2c(=O)n3c(nc2c1)CCC3)Nc1ccccc1F	-5%	-16%	51%[activator]	-8	-2%	-4%	5%[59 µM]	-6%	-5%
CC12CN(C(=O)c3ccc(Cl)cc3)C3(C#N)CC1CCC23C (stereo not given)	-23%	3%	30%	3	-4%	14%	-1%	-3%	-1%
O=C1/C(=C/c2ccsc2)N2CCC1CC2	4%	-11%	-1%	2	3%	7%	0%	6%	19%
O=C(C1=C(O)C(=O)N(CCCN2CCOCC2)C1c1ccc(Cl)cc1)c1cc2ccccc2o1 (stereo not given)	-17%	-26%	11%[57 µM]	-14	0%	2%	?	-1%	5%[57.1 µM]
CCOc1ccc(NC(=O)NNC(=O)c2cc3ccccc3cc2O)cc1	8%	-16%	38%	-5	45%[activator]	-4%	75%[activator]	13%	-15%
COc1ccc(CC(=O)Nc2c(C(=O)Nc3ccccc3F)oc3ccccc23)cc1	2%	5%	39%	-1	-3%	0%	4%[59 µM]	5%	-29%
COc1ccc(Cl)cc1NC(=O)CN(C)C(=O)Cn1cnnn1	-6%	-1%	29%	4	-6%	-9%	/	-3%	/
CC(=O)Nc1nnc(-c2ccccn2)o1	-15%	?	16%	-1	-6%	-5%	28µM*	5%	?
Cc1nn(CC(=O)Nc2ccc3c(c2)oc2ccccc23)c(=O)c2ccccc12	?	?	1%	2	23%	3%	-9%	12%	6%
CCOc1cccc(NC(=O)CSc2nc(C)c3c(c2C#N)CCCC3)c1	-1%	-2%	10%	4	1%	-2%	54%[activator][12.7 µM]	4%	11%
CC(C)(C)NC(=O)CSC(=Nc1ccccc1F)NC#N	-5%	-3%	29%	3	?	-3%	-6%[59 µM]	6%	6%
Cn1c(=O)[nH]c(=O)c2c1nc(N1CCN(CCO)CC1)n2CCSc1nc2ccccc2s1	2%	-15%	18%	-6	0%	1%	?	4%	-6%
NNC(=O)c1csc(COc2cc(Cl)cc(Cl)c2)n1	-5%	-14%	51%[activator]	2	2%	4%	12%	1%	30%
Cc1nnc(N2CCN(c3ccccc3F)CC2)c2c1nnn2Cc1ccc(F)cc1	-14%	-5%	41%[activator]	-1	3%	-4%	9%[59 µM]	9%	-9%
N#CCN1CCN(CC(=O)Nc2cccc3ccccc23)CC1	-3%	-10%	43%[activator]	9	4%	i	-3%[12.7 µM]	14%	-8%
COc1cccc(N(CC(=O)NCCSc2ccccn2)S(=O)(=O)c2ccccc2)c1	0%	-6%	126%[activator]	-2	0%	3%	-11%	-2%	-7%
O=C(c1ccco1)N1CCC2CC1c1c(Cl)cccc12 (stereo not given)	2%	/	/	-3	/	-2%	/	0%	/
CCc1ccc(NC(=O)c2cc3sc(Cl)cc3n2C)cc1	-20%	-13%	-2%	-5	1%	-10%	1%[59 µM]	1%	2%
O=S(=O)(Nc1ccc(Cl)cc1)c1cccc2nsnc12	-2%	?	-2%	2	-4%	i	8%	11%	-33%
CCOc1cc(C(=O)NCCOC)ccc1OC	3%	-1%	32%[activator]	3	-9%	-7%	-2%[12.7 µM]	12%	-3%
COc1ccc(NC(=O)/C(=C\c2cc(OC)c(OC)cc2[N+](=O)[O-])NC(=O)c2ccccc2)cc1	-10%	-27%	1%	-13	-2%	2%	-9%	17%	4%[57.1 µM]
O=c1c2ccccc2nnn1CSc1nnc(-c2ccc3c(c2)OCO3)o1	-15%	-19%	26%	5	-12%	3%	11%[2.33 µM]	26%	-3%
Cc1cc(C)n(C(C)CNS(=O)(=O)c2ccc(Cl)cc2)n1 (stereo not given)	1%	-16%	-12%	-2	-9%	i	8%	7%	-1%
O=C1C(Cl)=C(N2CCOCC2)C(=O)N1c1ccccc1Cl	-13%	-3%	31%[activator]	2	12%	-9%	-14%[59 µM]	0%	34%
Nc1nc(-c2ccccc2)c(-c2ccc([N+](=O)[O-])cc2)s1	-13%	-15%	16%	-1	45%[activator]	-7%	-40%	11%	-18%
Cc1ccn2cc(CCNS(=O)(=O)c3ccc4c(c3)CCCC4)nc2c1	-12%	-18%	25%	1	0%	5%	?	3%	-30%
O=C(CN1CCCN(S(=O)(=O)c2ccc(F)cc2)CC1)Nc1cccc(F)c1	-22%	-13%	42%[activator]	-9	-3%	i	32µM*	-2%	0%
O=C(Cc1n[nH]c(=O)c2ccccc12)OCC(=O)c1ccccc1	-15%	-14%	18%	0	-3%	-7%	-9%[12.7 µM]	0%	1%
COc1ccc(NC(=S)NC(C)c2ccncc2)cc1OC (stereo not given)	-7%	-9%	42%[activator]	3	-1%	5%	3%	-1%	-12%
O=C(c1cc(COc2ccc(F)c(F)c2)on1)N1CCOCC1	-10%	-5%	47%[activator]	4	-6%	-7%	-4%[0.501 µM]	6%	1%
Nc1ccccc1SCC(=O)Nc1nccs1	-26%	4%[57.1 µM]	34%	-6	9%	2%	?	0%	-2%
COc1ccccc1NC(=O)Cn1c(SCC(=O)NCc2ccccc2)nc2ccccc21	-1%	-11%	13%	0	5%	3%	7%[59 µM]	5%	-4%
c1ccc(OCCSc2nnnn2-c2ccccc2)cc1	-10%	205%[activator]	330%	-5	2%	-1%	63%[activator][59 µM]	1%	156%[activator]
CCOc1cc(/C=N/n2c(C)nc3sc(C)c(C)c3c2=O)ccc1O	-17%	-16%	21%	-10	1%	i	4%	-5%	-3%
CCOc1ccc(N(CC(=O)NC2CCCC2)C(=O)CCC(=O)Nc2ccccn2)cc1	-15%	-9%	22%	-3	-5%	-3%	17%	3%	6%
Cc1ccc(-c2noc(CCC(=O)NCCCN3CCN(c4ccc(F)cc4)CC3)n2)cc1	-19%	-20%	13%	0	2%	-2%	-8%	1%	7%
COc1ccc(NC(=O)[C@H](NC(=O)[C@@H]2Cc3ccccc3CN2)c2ccccc2)cc1	-8%	-9%	51%[activator]	-4	3%	i	?	-1%	-11%
Cn1nnnc1SCCNC/C=C/c1ccccc1	3%	-17%	22%	4	0%	-5%	?	0%	-15%
CCOCCCNC(=O)C(c1ccccc1)N(Cc1cccs1)C(=O)c1ccccc1O (stereo not given)	-20%	-1%	13%	1	0%	i	-42%	-2%	10%
Cc1ccc(N2C(=O)c3cccc4c(Oc5ccccc5[N+](=O)[O-])ccc(c34)C2=O)c(C)c1	-16%	-29%	0%	6	-1%	-9%	?	0%	?
CN(CC(=O)NC1CCCCCC1)S(=O)(=O)c1ccc2c(c1)n(C)c(=O)c(=O)n2C	-15%	-4%	46%[activator]	-6	-7%	-5%	20%	0%	13%
COC(=O)C1=C(C)OC(N)=C(C#N)C1c1cc2cc(C)ccc2nc1Cl (stereo not given)	-21%	-4%	39%[activator]	-5	-1%	4%	40µM*	-12%	-33%
[O-]/[N+](=C/c1ccc(F)cc1)c1ccccc1	-10%	4%	49%[activator]	-5	3%	i	-22%[59 µM]	2%	4%
O=C(COc1ccc(Nc2ccccc2)cc1)OCC(=O)N1CCCCC1	-1%	?	10%	-4	-11%	-8%	/	-7%	-36%
Cc1ccc(NC(=O)CSc2cc(=O)n(C)c3ccc(Cl)cc23)c(Br)c1	-4%	-14%	21%	-1	-1%	i	6%[59 µM]	1%	-21%
O=C(Nc1ccc(C(F)(F)F)cc1)c1ccccc1-n1cnnn1	-22%	-9%	40%[activator]	4	-8%	-9%	8%[59 µM]	-1%	-2%
O=C(/C=C/c1ccco1)Nc1ccc2nc3n(c(=O)c2c1)CCCC3	16%	-3%	47%[activator]	-6	?	1%	-21%	-4%	-4%
CCCn1nc2cc(C(=O)N(CC)c3ccc(OC)cc3)ccc2c1OCC	-5%	-10%	42%[activator]	-4	-2%	-2%	5%[12.7 µM]	1%	2%

Following part
SMILES	POLH inh	JMJD2A Tudor	HP1b binding inh	PI4K2A inh	Pin1 inhibitor	PGK inhibitor	G9a inh	GLS inh	BAZ2B block
C[C@]12C[C@H](O)[C@H]3[C@@H](CCC4=CC(=O)CC[C@@]43C)[C@@H]1CC[C@@H]2C(=O)CO	-9%	1%	47%[activator]	1&0&0	-1%	0%	?	-8%&7%	5%
Cc1ccc(Cn2c(=N)c(C(=O)NCC3CCCO3)cc3c(=O)n4cccc(C)c4nc32)cc1 (stereo not given)	-11%	-5%	37%	-2	8%	-2%	-7%	-11%	-19%
CCOc1cc(N2CCOCC2)c(OCC)cc1NC(=O)COC(=O)c1c(CC)noc1C	1%	-13%	-1%	8	-2%	4%	/	2%	/
O=[N+]([O-])c1ccc(C(O)CSC(=S)N2CCCCC2)cc1 (stereo not given)	-24%	-19%	1%	-1	2%	4%	14%	-4%	-9%
O=C(CSc1nnnn1-c1ccccc1Cl)Nc1ccc2c(c1)OCCO2	-8%	-28%	11%	7	1%	-3%	-42%[59 µM]	-3%	-18%
COCCNC(=O)c1c(CSc2ccccc2)noc1C(=O)NCc1ccccc1	-3%	-1%	49%[activator]	1	3%	-8%	38%[59 µM]	12%	4%

Only part of the results is shown. The share of hits here may be higher or lower than overall.
